Screening results from PubChem.
LDHA block – LDHA (human) enzyme inhibition; activity change, % (values are at about 110 or 230 µM); purified LDHA, NADH/diaphorase-resazurin fluorescence; active compounds read low; hit rate 0.15% among 480,000; AID 1347041; in the data active = activity change below about -30%; inconclusive = mostly about -25% to -30%;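 also: plate controls were DMSO wells for no effect and wells without enzyme for full effect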
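Human LDH5 (2 nM) was incubated with 0.06 mM NADH and 0.2 mM pyruvate for 5 min at room temperature in Tris pH 7.4. Remaining NADH was coupled through diaphorase/resazurin, and resorufin fluorescence was read at 0 and 20 min.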
ALOX12 inh – blocks human arachidonate 12S-lipoxygenase; P18054; purified 12hLO, xylenol orange hydroperoxide absorbance; Potency, µM (highest dose often 108 µM), for inactives: at the top dose activity change, negative = inhibition, hits mostly inhibitors; hit rate 1.1% among 580,000; active = well fitted inhibition curve with a large enough effect; inconclusive = small, poorly fitted or top-dose-only effect, or another doubt; inactive = no such curve, though single readings can be large or run the other way; also: potency is read from the fitted curve at half-maximal effect
Target sequence (P18054 whole entry, looked up): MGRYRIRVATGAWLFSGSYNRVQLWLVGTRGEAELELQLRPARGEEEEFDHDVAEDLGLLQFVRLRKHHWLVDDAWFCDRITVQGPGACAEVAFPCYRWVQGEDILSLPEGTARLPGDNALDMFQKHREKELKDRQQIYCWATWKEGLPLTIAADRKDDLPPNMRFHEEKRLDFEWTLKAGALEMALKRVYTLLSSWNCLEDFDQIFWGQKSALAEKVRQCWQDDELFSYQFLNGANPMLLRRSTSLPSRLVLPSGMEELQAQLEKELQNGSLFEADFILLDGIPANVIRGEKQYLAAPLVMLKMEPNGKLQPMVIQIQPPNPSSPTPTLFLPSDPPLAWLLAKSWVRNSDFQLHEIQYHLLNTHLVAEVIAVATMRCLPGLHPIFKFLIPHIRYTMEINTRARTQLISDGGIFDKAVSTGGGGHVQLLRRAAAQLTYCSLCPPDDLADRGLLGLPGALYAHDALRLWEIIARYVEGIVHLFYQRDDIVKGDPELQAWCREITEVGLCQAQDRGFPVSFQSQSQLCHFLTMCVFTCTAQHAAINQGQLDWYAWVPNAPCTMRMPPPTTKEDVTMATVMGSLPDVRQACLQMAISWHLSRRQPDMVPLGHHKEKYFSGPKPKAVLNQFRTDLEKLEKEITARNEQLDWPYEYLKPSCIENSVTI
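Purified human 12hLO (150 nM final) in 25 mM Hepes, 0.01% Triton X-100, pH 7.0 was preincubated 15 min at room temperature with compound. Then 40 uM arachidonic acid was added, 30 min. Hydroperoxide was read by Fe-XO absorbance ratio 573/405 nm.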
Numbers without * were called inactive; ? = inconclusive; . = not tested or not shown; [ ] = another dose, or the depositor's remark. Unless noted, % is scaled to controls: 0 for no effect and ±100 for the full control effect. Some of the compounds tested; count on the stated rates, not on these rows.

Every second line gives: LDHA block, ALOX12 inh
> C/C(=N\NC(=O)C1CC1)c1ccc(C)o1
  7, ?
> Cn1cc(C(=O)NCCNC(=O)CC2CCCCC2)c2ccccc21
  11, 5%
> CC(C)(C)n1ncc2c1NC(=O)CC21C(=O)Nc2ccc(Br)cc21 (stereo unspecified)
  -3, -25%
> Cc1oc(-c2ccccc2)nc1Cn1cnc(C#N)n1
  12, 6%
> CN1C(=O)C(Cc2nc3ccccc3c(=O)n2C)c2cc(Br)ccc21 (stereo unspecified)
  13, -2%
> Nc1cccc(C(=O)c2ccncc2)c1
  -11, ?
> CCCNC(=O)CSc1nc2ccccc2nc1C
  -5, 48%[activator]
> Cc1ccc(-c2nc3ccccc3n2C(C(=O)NC(C)(C)C)C2CC2)cc1 (stereo unspecified)
  -4, -18%
> Cc1ccc(-n2nnnc2CNS(=O)(=O)c2ccccc2Cl)cc1
  9, -8%
> Cc1c(C(=O)OCc2ccccc2)[nH]c2c1C(=O)CC(c1ccccc1)C2 (stereo unspecified)
  -3, 14%
> O=C(CCC1CCCO1)NC1CCCC1 (stereo unspecified)
  -1, 4%
> Cc1cc(C)cc(OCC(O)Cn2nc(-c3ccco3)oc2=O)c1 (stereo unspecified)
  0, -4%
> CCCc1sc(C(=O)OC(C)C(=O)Nc2cc(C)on2)cc1CC (stereo unspecified)
  2, 0%
> Cc1cc(O)c(-c2n[nH]c3c2C(c2cccc(O)c2)N(Cc2ccco2)C3=O)cc1Cl (stereo unspecified)
  0, ?
> O=C(NCc1ccc(Cl)c(Cl)c1)C1CCN(c2ncnc3nc[nH]c23)CC1
  -1, -1%
> COCCCn1c(C)cc(C(=O)Cn2cnc3c2c(=O)n(C)c(=O)n3C)c1C
  -6, ?
> CC(=O)N1CCC(NC(=O)c2cc(=O)c3ccccc3o2)CC1
  -5, ?
> COc1ccc(-c2nn3c(C(C)(C)C)nnc3s2)cc1OC
  9, 47%[activator]
> CC(C)NC(=O)c1ccc(Cl)cc1
  -1, .
> CC1(C(=O)NCC2CCCCC2)CCN1C(=O)Cc1ccc(-c2ccccc2)cc1 (stereo unspecified)
  4, -25%

Profiles, quoted from the list. Screens in order: LDHA block | ALOX12 inh
Shown for `CCCc1sc(C(=O)OC(C)C(=O)Nc2cc(C)on2)cc1CC` (stereo unspecified) = 2 | 0%
Shown for `CC1(C(=O)NCC2CCCCC2)CCN1C(=O)Cc1ccc(-c2ccccc2)cc1` (stereo unspecified) = 4 | -25%
Shown for `O=C(CCC1CCCO1)NC1CCCC1` (stereo unspecified) = -1 | 4%
Shown for `Cc1cc(O)c(-c2n[nH]c3c2C(c2cccc(O)c2)N(Cc2ccco2)C3=O)cc1Cl` (stereo unspecified) = 0 | ?

Continuation.
Every second line gives: LDHA block, ALOX12 inh
> O=C(COc1ccccc1)Nc1ccc2oc(-c3cccc(Cl)c3)nc2c1
  -4, -14%
> Oc1ccc2ccccc2c1CN(Cc1ccccc1)Cc1ccccc1
  31, 3.2µM*
> Cc1ccc2c(c1)N(CC(=O)c1c(C)n(C)c3ccccc13)C(=O)CO2
  5, ?
> N#C/C(=C/c1ccccc1OCC(=O)O)C(=O)Nc1ccc(N2CCOCC2)cc1
  6, ?
> O=C(c1ccccc1)C1OC1c1ccc(F)cc1 (stereo unspecified)
  0, -4%
> C/C=C/C(=O)OC(C)C(=O)Nc1ccccc1SC (stereo unspecified)
  7, -6%
> O=C(Oc1c2c3c(noc3c3ccccc13)C(Oc1ccccc1)=CC2=O)c1cccc(F)c1
  41, ?
> CN(CCO)C(=O)c1nc(-c2cccc3[nH]ccc23)no1
  2, -22%
> O=C(Nc1nc(-c2ccc(Cl)s2)cs1)C1CC1
  -34*, ?
> Cc1cc2nc(C)c(=O)n(CCC(=O)NCCN3CCN(c4cccc(Cl)c4)CC3)c2cc1C
  1, -4%
> O/N=C/c1cn(-c2ccccc2)nc1-c1ccc(-c2ccccc2)cc1
  -2, -6%
> CCNC(=O)C1CCCN(C(=O)c2ccc(C(=O)OC)cc2)CC1 (stereo unspecified)
  -2, -20%
> CCc1c(C(C)=O)oc2ccccc12
  -3, -54%
> COc1ccc(-c2cc(=O)c3cc(C)ccc3o2)cc1
  -1, 15%
> Cc1nc(N2CCC(C(=O)Nc3ccc(Br)cc3F)CC2)c2c(C)c(C)oc2n1
  2, 2%
> COc1ccc(C(=O)Oc2c(C)cccc2C)cc1I
  5, -1%
> CCCCC(=O)Nc1oc2c(C)cccc2c(=O)c1-c1ccc2c(c1)OCO2
  2, 53%[activator]
> O=C(CSc1nc2cc(Cl)ccc2s1)NC(c1ccccc1)c1ccccc1
  -1, -24%
> CCOC(=O)N(C)c1c(CC)nc2c(OCc3ccccc3)cccn12
  -9, -7%
> O=C(O)CC1CC(O)CCC1=O (stereo unspecified)
  -1, -28%

Two entries from above, reformatted.
COc1ccc(-c2cc(=O)c3cc(C)ccc3o2)cc1
  LDHA block: -1	ALOX12 inh: 15%

Cc1nc(N2CCC(C(=O)Nc3ccc(Br)cc3F)CC2)c2c(C)c(C)oc2n1
  LDHA block: 2	ALOX12 inh: 2%

(cont.)
Every second line gives: LDHA block, ALOX12 inh
> CCOc1c(Br)cc(/C=C/C(=O)c2cccc(OC)c2)cc1OC
  -2, -11%
> O=C(Nc1cccc2cccnc12)c1cccc(C(=O)Nc2cccc3cccnc23)c1
  12, 2%
> CCOc1ccc(-c2nc(NC(=O)c3cc(OC)c(OC)c(OC)c3)sc2C)cc1
  -2, ?
> Cc1ccc(C)c(-c2nn(CC(=O)N3CCCCC3)c(=O)c3ccccc23)c1
  -4, -3%
> CCOC(=O)[C@]12CCC=C1N(Cc1cccc3ccccc13)C(=O)[C@H](CC(=O)NCCCCc1ccccc1)C2
  3, -1%
> CCOCCn1c(N2CCN(Cc3cccc(C)c3)CC2)nc2c1c(=O)[nH]c(=O)n2C
  1, 4%
> O=C1CCCc2cc(S(=O)(=O)N3CCCC(C(=O)N4CCOCC4)C3)ccc2N1 (stereo unspecified)
  1, -8%
> Cc1cccc(OCc2nc(C)c(C(=O)Nc3cc(C)ccc3C)s2)c1
  -35*, -8%
> COc1cccc(CNC(=O)CSC2=NC3(CCCCC3)N=C2c2cccs2)c1
  9, ?
> NC(=O)CCS(=O)(=O)CCN1CCCC1c1cccc(F)c1 (stereo unspecified)
  -3, ?
> CC(C)NC(=O)c1cccc(Cl)c1
  5, 3%
> CCc1nc2ccc(C(=O)N3CCN(S(=O)(=O)CC)CC3)cn2c1N(CCC(C)C)CCN(C)C
  -4, 3%
> CCCCOC(=O)c1ccc(Nc2nc3ccccc3nc2NS(=O)(=O)c2ccccc2)cc1
  1, -33%
> O=C(O)C(c1c[nH]c2cc(Cl)ccc12)N1CCN(CCNc2cc(=O)oc3ccccc23)CC1 (stereo unspecified)
  5, ?
> CCN1CCN(C(=O)c2c(-c3ccccc3Cl)noc2C)CC1
  1, 8%
> COc1cccc(Nc2nc(C(N)CO)cs2)n1 (stereo unspecified)
  0, 6%
> CCCCn1cnc2c1c(=O)n(CC(=O)NC1CCC(C)CC1)c(=O)n2CCC (stereo unspecified)
  -7, -3%
> Cc1ccc(-c2cc(NC(=O)C(C)Oc3cccc(C)c3C)on2)cc1 (stereo unspecified)
  4, -13%
> CCCC1=C(C(=O)OCC)C(c2cccc(Cl)c2Cl)NC(=O)N1C (stereo unspecified)
  10, .
> CCOC(=O)C(NC(C)=O)C(=O)OCC
  2, -4%
> Cc1ccc(NCC(O)Cn2c3ccccc3n3c(=O)cc(C)c(C#N)c23)cc1C (stereo unspecified)
  -4, -6%
> CN(C)Cc1ccc(CNC(=O)c2nn(-c3ccc(F)cc3)c3c2CCC3)cc1
  0, 2%
> CCOc1cc(C)c(S(=O)(=O)N2CCCC2)cc1C(C)C
  -19, 27%
> Cc1ccc(C)c(-c2cc(C(=O)O)c3cc(C)cc(C)c3n2)c1
  2, -58%
> CCCc1cc(=O)oc2cc(OCC(=O)N(CC)CC)ccc12
  9, 11%
> CCCc1c(C)nc2c(C)cccc2c1SCCC(=O)O
  -9, 7%
> Cc1ccc(OCc2nc(C#N)c(NCc3ccccc3Cl)o2)cc1
  9, ?
> COc1ccc(Cn2c(SCc3cccc(OC)c3)nc3ccncc32)cc1
  -6, 2%
> COc1ccc(-c2c(NC(=O)c3cccc([N+](=O)[O-])c3)oc3ccc(Cl)cc3c2=O)cc1OC
  11, ?
> CCc1ccc(NC2=NC(CC)CS2)cc1 (stereo unspecified)
  0, -24%

Later entries.
Structure	LDHA block	ALOX12 inh
O=c1[nH]c2ccccc2nc1-c1nnnn1Cc1ccccc1	2	?
COCCCNc1ccn2nc(-c3cc(OC)c(OC)c(OC)c3)cc2n1	5	-10%
COCCn1c(C)c(C)c(S(=O)(=O)c2ccc(F)cc2)c1NC(=O)COC	0	2%
COC(=O)C1=C(C)N(c2cccc(C)c2)C(=S)NC1c1ccc(-n2ccnc2)cc1 (stereo unspecified)	1	40µM*
O=C(COc1ccccc1)Nc1ccccc1C(=O)c1ccccc1	1	24%
Cc1c(C)n(CC(C)C)c2ncn3nc(Cc4ccccc4)nc3c12	5	-1%
CNC(=O)c1ccc(NC(=O)CN2CCc3cc(OC)c(OC)cc3C2c2cccs2)cc1 (stereo unspecified)	2	-4%
CCOc1ccccc1NC(=O)c1cccc(CN2CCCC2=O)c1	-8	-4%
CCc1nc(SCC(=O)Nc2ccccc2C(=O)OC)c2oc3ccccc3c2n1	-2	-7%
COc1cc(-c2cnc3c(NC=O)cc(-c4cccc(NC(C)=O)c4)cn23)cc(OC)c1OC	0	-2%
Nc1nccnc1C(=O)Nc1ccccn1	13	?
O=C(CN1CCC(c2nc3ccccc3s2)CC1)NCc1ccccc1Cl	3	?
CC(=O)N/C(=C\c1ccccc1)C(=O)O	-1	?
COc1ccc(C(=O)Nc2oc3ccccc3c(=O)c2-c2ccc(C)cc2)cc1OC	5	-10%
Cc1ccc(Cn2c(C)c(C(=O)NCc3ccc4c(c3)OCO4)sc2=O)cc1	-6	-6%
COc1ccccc1-c1c(C)oc2cc(OC(C)=O)ccc2c1=O	0	31%[activator]
C/C(=N/Nc1ccc(S(N)(=O)=O)cc1[N+](=O)[O-])c1ccccc1Cl	2	?
COC(=O)CCN(Cc1cccc(C)c1)CC(C)C	-1	-1%
O=C(CSc1nnnn1C1CCCC1)c1c[nH]c2ccccc12	6	19%
Cc1ccccc1CN1CC2=C(CCN(Cc3ccccc3)C2=O)N2CCN=C12	1	-9%

Overlap with the part before: 3 entries, followed by the next part.
Structure	LDHA block	ALOX12 inh
COC(=O)CCN(Cc1cccc(C)c1)CC(C)C	-1	-1%
O=C(CSc1nnnn1C1CCCC1)c1c[nH]c2ccccc12	6	19%
Cc1ccccc1CN1CC2=C(CCN(Cc3ccccc3)C2=O)N2CCN=C12	1	-9%
CCc1ccc(-n2ccc3nc(N4CCCC4)ncc3c2=O)cc1	-13	15%
CC(=O)c1c(C)[nH]c(C(=O)C(C)OC(=O)c2cnccn2)c1C (stereo unspecified)	-4	?
N#Cc1cc2c(nc1SCC(=O)NCc1ccccc1)CCCC2	-3	7%
COc1ccc(CN(Cc2ccco2)C(=O)c2cc3cc(OC)c(OC)cc3[nH]2)cc1	10	21%
COCCNc1nc(Oc2cccc(F)c2)c2sccc2n1	-2	?
O=C(Nc1ccc2c(c1)OCO2)c1cc(C2CCCN(C(=O)CCc3ccccc3)C2)on1 (stereo unspecified)	-5	8%
O=C(NC1CC1)c1ccc2c(c1)N(Cc1ccccc1)C(=O)CS2=O (stereo unspecified)	-2	-13%
Cc1ccc(C)c(NC(=O)Cc2ccsc2)c1	-10	-57%
CCC(=O)N1CCN(c2ccc(Cl)cc2NC(=O)c2ccccc2Br)CC1	2	13%
O=C(CSc1ncnc2nc[nH]c12)NCCc1c[nH]c2ccc(F)cc12	2	-6%
C[C@@H]1COc2cc(N3CCSCC3)ccc2S(=O)(=O)N1	-9	9%
c1ccc(OCCNc2ccn3nc(-c4cccs4)cc3n2)cc1	3	-3%
CCOc1ccccc1N1CCN(S(=O)(=O)c2cnn(CC)c2)CC1	4	16%
C#CCNC(=O)C(C)N1CCC(CO)CC1 (stereo unspecified)	-7	-13%
CC(NC(=O)CCSc1ccc(F)c(F)c1)c1ccccc1 (stereo unspecified)	5	-44%
CC(=O)Nc1ccc(Cl)c(NC(=O)c2nn(-c3ccccc3)c(=O)c3ccccc23)c1	11	4%
CCCCCC(C=O)CCC(=O)c1ccc(Br)cc1 (stereo unspecified)	7	?
CCc1cccc(CC)c1NC(=O)COC(=O)c1cc(OC)c(OC)cc1OC	3	26%
CC(C)C[C@H]1CN([C@@H](CC(C)C)CN2CCCC2CN2C(=S)NC[C@@H]2Cc2ccccc2)C(=S)N1CCc1ccccc1 (stereo partly specified)	-4	?
CCOc1ccc2c(c1)c(C(C)=O)c(C)n2-c1ccccc1C	-13	?
Cc1cc(C)n(-c2nc3c(c(=O)n(CCN4CCCCC4)c(=O)n3C)n2C)n1	-1	-3%
c1cn2c(-c3ccc(N4CCOCC4)cc3)cncc2n1	-1	?
CN(CC(=O)Nc1ccc(Nc2ccccc2)cc1)C1=NS(=O)(=O)c2ccccc21	-3	-2%
CCCc1cc(=O)oc2cc(OS(=O)(=O)c3ccc(C(C)=O)cc3)ccc12	4	35%
CC(=O)NC(c1ccc(F)c(F)c1)c1nc(-c2ccc(C)c(C)c2)cs1 (stereo unspecified)	-7	-8%
c1ccc(N2CCN(c3nc(N4CCCCC4)c4nccnc4n3)CC2)cc1	6	16%
